Screening data as filed in PubChem BioAssay.
ERp5 block: blocks human ERp5 reductase activity on insulin. 350,000 tested, 0.05% active. AID 651711. ERp5 insulin aggregation, absorbance 650 nm, 90 min. inhibition, % at 9.99 µM;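 active = mean replicate inhibition above about 25%, with every replicate also reaching it, limit read from the data, passing the limit was not always enough; inconclusive = only one of those two criteria met; inactive = neither criterion met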
Target sequence (Q15084 whole entry, looked up): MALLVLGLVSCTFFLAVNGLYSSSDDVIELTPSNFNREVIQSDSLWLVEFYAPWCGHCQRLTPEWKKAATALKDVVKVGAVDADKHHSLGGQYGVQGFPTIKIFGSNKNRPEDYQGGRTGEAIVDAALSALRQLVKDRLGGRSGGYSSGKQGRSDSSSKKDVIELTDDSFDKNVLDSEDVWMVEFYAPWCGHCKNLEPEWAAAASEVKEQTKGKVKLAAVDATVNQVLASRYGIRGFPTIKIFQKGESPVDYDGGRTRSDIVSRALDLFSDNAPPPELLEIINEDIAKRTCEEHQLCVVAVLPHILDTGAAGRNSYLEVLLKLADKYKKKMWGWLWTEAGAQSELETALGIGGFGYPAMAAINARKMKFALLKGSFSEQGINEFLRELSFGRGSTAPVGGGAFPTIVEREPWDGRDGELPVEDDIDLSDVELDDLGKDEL
XiGFP reactiv: reactivates the inactive X chromosome in mouse fibroblasts | 360,000 tested, 0.055% active | activation, % at 7.58 µM | XiGFP mouse fibroblasts, % GFP-positive cells imaging, 3 d; cells co-treated with 5-aza-dC sensitizer; scaled so ellipticine positive control = 100%;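 active = mean normalized replicate activation at least 10% and every replicate at or above 10%; inconclusive = only one of the two criteria met; inactive = mean below 10% and not all replicates reach 10%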;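 note: 0% = median of on-plate neutral control wells and 100% = ellipticine 6 µM median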
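System: 68-5-11 XiGFP fibroblast line; Timing: 3 days compound exposure; Compound dosing: one concentration, pinned; Benchmarks: positive control ellipticine, 6 µM final; Buffer or medium: DMEM containing 5-aza-dC.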
ARNT TACC3 PPI: disrupts binding between human ARNT and TACC3. Q9Y6A5. AlphaScreen His-ARNT PAS-B/GST-TACC3 binding, luminescence; TACC3 fragment carries E629A point mutation. inhibition, % at 9.99 µM. 390,000 tested, 0.66% active;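 active = mean inhibition of replicates at least 50% and at least half of replicates each reaching 50%; inconclusive = half or more replicates reach 50% but mean below 50%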;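 note: 0% = complete ARNT plus TACC3 wells and 100% = ARNT alone without TACC3; many hits fall short of the cut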
PAX8 inh HTS: inhibitors of PAX8 transcriptional activity in RMG-I cells; RMG-I TPO-luciferase reporter, SteadyGlo, 24 h; inhibition, % at 12.6 µM; 360,000 tested, 1.2% active;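 active = mean replicate inhibition at least 60% with every replicate also reaching 60%; inconclusive = only one of the two criteria is met; inactive = mean below 60% and not all replicates reaching 60%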;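 note: luciferase light reporting Pax8 driven TPO promoter activity; plate controls were median of neutral control wells for no effect and mitoxantrone controls for full effect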
DENV2 CPE rescue: protects cells from dengue virus 2 cytopathic effect. DENV2-infected cells, cytopathic effect rescue, plate reader. CPE inhibition, % at 9.99 µM. 350,000 tested, 1.7% active. AID 651640; in the data active = CPE inhibition above about 20%, passing the limit was not always enough; inconclusive = no clear call, values can overlap the other calls; tested in BHK-21 cells;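 note: 0% = median of neutral control wells and 100% = median of positive control wells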
EWS-Fli inh: EWS/Fli transcriptional activity inhibition; inhibition, % at 12.6 µM; 350,000 tested, 0.67% active; AID 651661; A673 NR0B1-luciferase reporter, viability-normalised;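 active = mean inhibition of at least 50% after viability correction, with every replicate also passing that limit; inconclusive = mean reaches 50% but only one of two replicates passes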;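 note: firefly luciferase signal divided by Alamar Blue viability fluorescence both relative to DMSO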
GSIS activator: GLuc luminescence reporter in INS-1E cells, primary screen for activators of glucose-dependent secretion of insulin; activation, % at 16.6 µM; AID 743287; INS-1E GLuc reporter insulin secretion, 2-3 h; 370,000 tested, 0.61% active;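 active = lowest replicate activation of at least 40%, so every replicate reaches that level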;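 note: 0% = median of neutral control wells and 100% = median of IBMX positive control wells; some compounds called inactive have numbers as strong as hits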
F508del corr: correctors of CFTR F508del function in bronchial epithelial cells; CFBE cells, YFP halide quenching; stimulated with forskolin plus potentiator P3; % fluorescence drop versus neutral controls; activity (quench increase), % at 7.58 µM; 350,000 tested, 0.36% active;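 active = mean added fluorescence quench of at least 8% versus neutral control, with both replicates also reaching 8%; inconclusive = only one of the mean or replicate conditions met; inactive = mean below 8% and not both replicates reaching 8%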;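 note: cells transiently co-express mutant CFTR-F508del with the halide-sensitive YFP; corrector assay measuring rescue of mutant channel to the surface after 24 h compound exposure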
* = called active by the depositor; ? = inconclusive; . = not tested or not shown; & = joins results of further samples.

SMILES	ERp5 block	XiGFP reactiv	ARNT TACC3 PPI	PAX8 inh HTS	DENV2 CPE rescue	EWS-Fli inh	GSIS activator	F508del corr
CCOc1cc(CN2CCN(CCc3ccccc3)C(CCO)C2)ccc1OC (configuration not stated)	-1	0.1	-1	-36	-6	8	-11	2.0
O=C(Nc1cccc(C(F)(F)F)c1)c1sc(Cl)nc1C(F)(F)F	2	0.4	-3	50	-9	16	-24	-0.5
Cc1ccccc1S(=O)(=O)N1CC(=O)N2[C@@H](CO)[C@H](c3ccc(C#CCC(C)C)cc3)[C@@H]2C1	-3	0.1	.	-39	9	-18	-5	-0.1
Cn1c[n+](C)cc1-c1ccc(/C(N)=N/O)cc1	.	0.1	-4	-2	.	.	12	.
CC(=O)Nc1nnc(SCc2cc(=O)c(OC(=O)c3ccccc3)co2)s1	1	0.0	2	14	-4	21	14	1.6
CC(C)CC(=O)N1CCN(Cc2cccc([N+](=O)[O-])c2)CC1	4	0.0	.	-1	5	12	26	1.0
CCC(=O)Nc1ccc2c(c1)C(=O)N(C)C[C@H](OC)[C@@H](C)CN(Cc1nccs1)[C@@H](C)CO2	.	0.4	.	.	.	-10	0	1.0
CNC(=O)C[C@H]1CC[C@@H]2[C@@H](COc3ccc(NC(=O)c4cccc(F)c4)cc3C(=O)N2C)O1	0&-5	0.1&0.1	2&-3	-11&-11	3&0	-4&-15	-9&4	-1.0&-2.5
CC(=O)N(c1cccc(Cl)c1)c1nc(C)cc(C)c1C#N	-1	-0.1	-5	25	2	3	12	0.4
Cc1ccc(S(=O)(=O)NCCC(=O)Nc2cccc(S(N)(=O)=O)c2)cc1C	2	0.0	.	17	2	-7	-1	-1.8
Cc1c(OCC(=O)NC(Cc2ccc(Cl)cc2)C(=O)O)ccc2c(-c3ccccc3)cc(=O)oc12 (configuration not stated)	-3	.	-4	.	-1	-6	-9	-4.6
Nc1c(-c2cccs2)cnc2c(-c3ccc(F)cc3)cnn12	2	0.1	-13	-82	3	-47	-16	1.5
CCN(c1ccccc1)S(=O)(=O)c1ccc(OC)c(NC(=O)CNCC(C)O)c1 (configuration not stated)	.	0.3	-2	8	.	.	3	.
Cc1nn(CC(=O)NCCc2cccs2)c(=O)c2nn(-c3ccccc3)c(C)c12	3	0.2	15	-17	6	-26	3	-4.8
COC(=O)c1ccc(NC(=S)NC(=O)c2cccnc2)cc1	2	0.0	2	4	0	5	-9	-1.9
C[C@H]1CN([C@@H](C)CO)C(=O)c2cc(NC(=O)Nc3ccc(C(F)(F)F)cc3)ccc2O[C@@H]1CN(C)S(=O)(=O)c1cn(C)cn1	-5	0.2	-10	.	-4	-1	-3	0.9
Cc1noc(C)c1NC(=O)Nc1ccc2c(c1)C(=O)N([C@@H](C)CO)C[C@H](C)[C@H](CN(C)Cc1ccccc1)OCCCC[C@@H](C)O2	-2	0.0	-3	10	-2	5	9	-2.1
Cc1cc(C)c(NC(=O)CS(=O)CC(=O)NCCN2CCCCCC2)c(C)c1 (configuration not stated)	-1	0.0	8	11	6	-3	3	1.0
C[C@@H]1CN([C@H](C)CO)C(=O)c2cccc(NC(=O)c3nc4ccccc4s3)c2O[C@H]1CN(C)S(C)(=O)=O	6	-0.8	-6	.	1	-2	-9	0.1
CN1C(=O)c2cc(NC(=O)C3CCOCC3)ccc2OC[C@H]2O[C@@H](CC(=O)NCc3ccccc3F)CC[C@@H]21	20	0.0	.	-1	-16	5	-5	2.6
COc1ccc2c3c([nH]c2c1)[C@H](CO)N(C(=O)c1cnccn1)CC31CCN(C(=O)c2cnccn2)CC1	5	0.6	.	.	4	1	15	-0.9
COc1ccc(NC(=O)NC2CCCc3ccccc32)cc1 (configuration not stated)	4	0.0	-5	-12	8	-33	18	2.1
C[C@H](CO)N1C[C@H](C)[C@@H](CN(C)S(C)(=O)=O)Oc2cc(-c3ccncc3)ccc2S1(=O)=O	9	0.0	16	.	-3	-1	7	0.7
COC(=O)Cn1c(O)c(N=NC(=O)CNC(=O)COc2cccc(C)c2)c2ccccc21	.	0.0	6	40	-7	12	18	-3.6
COc1cc(S(=O)(=O)N2CCCCC2)c(OC)cc1Br	1	-0.6	-2	7	-2	3	5	0.4

In the list so far, these have a thiophene ring, fused or not.
SMILES	ERp5 block	XiGFP reactiv	ARNT TACC3 PPI	PAX8 inh HTS	DENV2 CPE rescue	EWS-Fli inh	GSIS activator	F508del corr
Nc1c(-c2cccs2)cnc2c(-c3ccc(F)cc3)cnn12	2	0.1	-13	-82	3	-47	-16	1.5
Cc1nn(CC(=O)NCCc2cccs2)c(=O)c2nn(-c3ccccc3)c(C)c12	3	0.2	15	-17	6	-26	3	-4.8

New compounds follow:
SMILES	ERp5 block	XiGFP reactiv	ARNT TACC3 PPI	PAX8 inh HTS	DENV2 CPE rescue	EWS-Fli inh	GSIS activator	F508del corr
CO[C@H]1CN(C)C(=O)c2cc(NC(C)=O)ccc2OC[C@@H](C)N(CCC(F)(F)F)C[C@H]1C	1	0.3	-15	-8	-3	10	10	1.9
CSc1ccc(S(=O)(=O)N2CCC(C(=O)NC3CC3)CC2)cc1	1	0.5	-25	-15	5	6	18	2.0
Cc1ccc(S(=O)(=O)N(C)C[C@H]2Oc3c(NC(=O)Nc4ccc5c(c4)OCO5)cccc3C(=O)N([C@H](C)CO)C[C@@H]2C)cc1	-7	0.1	-8	1	-3	0	-10	2.3
CC(=O)Nc1ccccc1OC(C)C(=O)N1CC(C)CC(C)C1 (configuration not stated)	-4	0.1	-3	25	-4	-2	16	-5.4
O=C(N[C@@H]1CC[C@H](CCNS(=O)(=O)c2ccc(F)cc2)O[C@H]1CO)c1cccnc1	1	1.3	0	-7	0	2	14	-1.8
CO[C@@H]1CN(C)C(=O)c2cc(NC(=O)NC(C)C)ccc2OC[C@@H](C)N(C(=O)NC(C)C)C[C@@H]1C	13	0.5	1	-10	-5	2	28	.
COCC(=O)N(C)C[C@H]1Oc2ncc(C#Cc3ccncc3)cc2C(=O)N([C@@H](C)CO)C[C@H]1C	1	0.8	2	.	22	-3	36	-1.8
Nc1ccc(C(=O)OCCc2ccccc2)cc1	5	0.0	-2	-82	-6	-15	2	-1.3
C[C@H](CO)N1C[C@H](C)[C@@H](CN(C)Cc2ccc(Cl)c(Cl)c2)Oc2ccc(NC(=O)Nc3ccc(F)cc3)cc2CC1=O	16	0.1	14	84*	-2	63*	4	3.0
C[C@@H]1C=C[C@](Cc2ccccc2)(C(=O)NCCc2c[nH]c3ccccc23)N1C(=O)c1ccccc1	9	0.0	4	18	-9	12	-4	1.4
Cc1c(NC(=O)c2ccc(COc3ccc4ccccc4c3)o2)c(=O)n(-c2ccccc2)n1C	-3	.	6	.	3	-1	-13	0.8
CCCC#Cc1ccc2c(c1)[C@H]1[C@H](CCN1S(=O)(=O)c1ccc(F)cc1)[C@H](CO)N2C	-8	0.1	6	11	-7	12	6	0.2
Cc1noc(C)c1C(=O)N1CCC2(CC1)Oc1ccc(F)cc1C(=O)C21CC(c2ccc(Cl)cc2)=NO1 (configuration not stated)	-2	0.4	-21	14	7	-19	.	-0.7
CCOC(=O)N1CCN(CCC(=O)Nc2ccc(Br)c(C)c2)CC1	1	-0.2	1	13	1	3	-18	-1.9
C[C@H](CO)N1C[C@H](C)[C@H](CN(C)Cc2cncnc2)Oc2cc(-c3ccccc3)ccc2S1(=O)=O	-1	-0.2	1	-6	-3	1	5	0.0
Cc1noc(C)c1NC(=O)N[C@H]1C=C[C@@H](CC(=O)Nc2ccccc2)O[C@H]1CO	4	-0.1	-4	.	2	0	11	2.1
CCCCN(Cc1ccco1)C(=O)c1cc2c(=O)[nH]c3ccc(C)cc3c2s1	5	0.0	-3	-19	-6	35	.	-4.8
Cc1oc2ccc(OCc3ccc(Br)cc3)cc2c1C(=O)O	2	0.0	-7	1	10	-21	0	-2.1
CCN(CC)S(=O)(=O)c1ccc(/C=C/C(=O)OCC(=O)NCc2cccs2)cc1	3	0.0	3	6	-3	2	-19	-0.3
O=[N+]([O-])c1ccc(Oc2ccc(-c3nnco3)cc2)c(Cl)c1	3	0.3	-1	15	4	2	-9	2.5
O=[N+]([O-])c1ccc(COc2cccc(CO)c2)cc1	4	0.1	.	-101	-13	-49	-2	4.2
CCC(=O)N1CC2(C1)CN(Cc1cccc(Cl)c1)[C@@H](CO)c1c2c2ccc(OC)cc2n1C	.	0.0	.	.	?	1	-4	0.6
COc1ccc(N(/N=C2\Sc3ccccc3C2=O)C(C)=O)cc1	.	0.0	2	-16	.	.	18	.
C[C@@H]1CN([C@@H](C)CO)C(=O)CCCn2nncc2CO[C@H]1CN(C)C(=O)C1CCCCC1	-1&3&3	-0.5	-2&-8	-7&-8	?	-15&2&-7	9&5	4.3&-1.8&1.0
CCCN1[C@H](C(=O)OC)[C@@H](CO)[C@@H]2Cn3c(ccc(-c4ccccc4OC)c3=O)[C@@H]21	-7	0.1	-4	-12	-5	3	4	-1.4

(list continues)
SMILES	ERp5 block	XiGFP reactiv	ARNT TACC3 PPI	PAX8 inh HTS	DENV2 CPE rescue	EWS-Fli inh	GSIS activator	F508del corr
COc1ccc(Cl)cc1NC(=O)CSc1nc2sccc2c(=O)[nH]1	0	0.0	-8	4	-5	7	1	1.5
O=S1(=O)CC(N2CCSCC2)CN1Cc1cn(Cc2cccc(Cl)c2)nn1 (configuration not stated)	2	0.0	.	6	2	-6	11	-2.9
CN(C)CCN1C(=O)CCC2(C)C1=CCC1C2CCC2(C)C1CCC2(C)O (configuration not stated)	3	0.0	-4	2	-2	9	13	-1.9
C[C@H]1CN([C@@H](C)CO)C(=O)c2cccc(NC(=O)C3CCOCC3)c2O[C@@H]1CN(C)Cc1ccc2c(c1)OCO2	-1	0.0	12	12	-8	-3	11	0.0
CC(=O)C1=C(C)N(Cc2ccccc2)C(=O)N[C@@H]1c1cccc(C(F)(F)F)c1	2	0.0	.	-1	-20	-2	-4	-4.1
COC(=O)c1ccc(N(CC(=O)NC2CCCC2)C(=O)CNC(=O)c2cccs2)cc1	2	0.3	-24	9	-3	4	-8	-4.1
COc1ccc(CNC(=S)N/N=C/c2ccc(O)c(OC)c2)cc1	.	0.1	6	-5	.	2	21	0.5
CCOC(=O)Nc1nnc(Cc2ccc(Cl)c(Cl)c2)s1	1	0.0	1	-11	-10	9	-14	0.1
CCOC(=O)N/N=C1\CC(C)S(=O)(=O)c2ccc(Cl)cc21 (configuration not stated)	4	0.1	7	16	0	-12	8	1.3
CCOC(=O)c1c(-c2ccccc2)csc1NC(=O)CSc1nc(C)cc(C)n1	1	-0.2	-2	3	5	0	.	.
O=C(Oc1ccc(OC(=O)c2ccco2)c(S(=O)(=O)c2ccc(Cl)cc2)c1)c1ccco1	.	0.1	-8	-7	.	.	0	.
CCOc1cc(/C=N/N=C/c2ccc(O)c(OCC)c2)ccc1O	0	0.0	-8	26	-2	14	17	-3.3
COc1ccc([N+](=O)[O-])cc1N(CC(O)CN(C)C)S(=O)(=O)c1ccc(C)cc1 (configuration not stated)	0	-0.1	2	-7	-5	4	-1	-3.5
CC(=O)NCCNc1nc2c(-c3ccccc3)nnn2c2ccccc12	2	-0.1	-12	5	-9	6	-15	-1.2
O=C(C[C@H]1CC[C@H](NS(=O)(=O)c2ccc(F)cc2)[C@@H](CO)O1)NCCc1ccncc1	1	-0.1	-6	1	-4	-3	8	-2.1
CCN1CCN(C(=O)c2cc3cc(Cl)ccc3[nH]2)CC1	1	0.2	-6	-22	-2	-2	-6	1.8
